Screening data deposited in PubChem BioAssay by several laboratories.
C-LANA FP – blocks KSHV LANA C-terminal domain binding to DNA; MBP-C-LANA/FAM-LBS DNA binding, fluorescence polarization; inhibition, % at 9 µM; hit rate 0.078% among 340,000; AID 504423;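 active = highest replicate inhibition at or above 60% at 9 µM, even if other replicates fall short; inactive = all replicates below 60% inhibition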;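 note: 0% = neutral control wells and 100% = 4 µM acridine orange control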
NSD2 HMT inh – inhibitors of human histone methyltransferase NSD2. O96028. NSD2 peptide methylation, AlphaScreen, 120 min. inhibition, % at 12.5 µM. hit rate 0.54% among 310,000; in the data active = inhibition above about 50%
Rtt109 Vps75 – blocks Candida albicans Rtt109/Vps75 acetyltransferase activity. purified Rtt109/Vps75, ThioGlo CoA-SH fluorescence, 4 h. inhibition, % at 34.9 µM. AID 540336. hit rate 0.16% among 330,000. Q5AAJ8;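 active = inhibition of at least 50% in every replicate; inconclusive = best replicate reaches 50% inhibition but some replicates fall short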
Target sequence (Q5AAJ8 whole entry, looked up): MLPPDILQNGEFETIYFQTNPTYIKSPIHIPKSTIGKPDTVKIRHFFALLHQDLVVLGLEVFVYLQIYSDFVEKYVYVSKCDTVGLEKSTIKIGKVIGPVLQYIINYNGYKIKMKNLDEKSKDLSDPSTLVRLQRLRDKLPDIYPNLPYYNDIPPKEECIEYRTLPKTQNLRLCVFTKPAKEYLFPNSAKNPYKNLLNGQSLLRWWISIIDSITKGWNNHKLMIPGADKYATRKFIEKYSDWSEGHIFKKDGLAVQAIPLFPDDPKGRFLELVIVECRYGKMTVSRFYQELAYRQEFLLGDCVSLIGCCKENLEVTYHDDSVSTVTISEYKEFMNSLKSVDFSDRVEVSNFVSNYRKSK
PvdQ acylase – blocks Pseudomonas aeruginosa PvdQ acylase activity. inhibition, % at 10 µM. purified PvdQ acylase, fluorescence plate reader. AID 488965. hit rate 0.063% among 340,000; in the data active = inhibition above about 30%, passing the limit was not always enough; inconclusive = no clear call, values can overlap the other calls;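 note: 0% = vehicle neutral wells and 100% = reference inhibitor wells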
Mot1-301 SUMO – SUMOylation pathway inhibition by Mot1-301 growth rescue. S. cerevisiae Mot1-301 growth rescue, ATP luminescence, 38.5C; percent above DMSO median, 100 means doubled. hit rate 1% among 320,000. growth rescue, % at 18.8 µM;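 active = every valid replicate shows activation above 250% relative to neutral control wells; inactive = the rest, any valid replicate at or below 250%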;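 note: OY570 slx delta 5 strain wells were the positive control but not used for scaling; some compounds called inactive have numbers as strong as hits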
cardiac RTF act – increases calcium sensitivity of human cardiac regulated thin filaments. P19429+P45379. IANBD-labeled TnC RTF fluorescence at EC20 calcium; 0% EC20 calcium, 100% full calcium. activation, % at 7.2 µM. hit rate 0.24% among 340,000;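 active = activation above the mean over all tested compounds plus 3 SD, cut at about 30% in these data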;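 note: rise in fluorescence read as greater calcium sensitivity of cardiac thin filaments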
CDK5 p35 inh – blocks human CDK5/p35 kinase activity; Q00535+Q15078; Recombinant CDK5/p35, ADP-Glo luminescence, 60 min; inhibition, % at 10 µM; hit rate 0.01% among 330,000;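 active = highest replicate inhibition of at least 50% and at least 75% of replicates reaching 50%; inconclusive = only one of the two criteria met; inactive = both criteria failed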;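 note: plate controls were DMSO neutral control for no effect and GW8510 at 10 µM for full effect; many of its hits are not listed in these tables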
PfHsp90 set2 – reduces growth (ATP signal) of yeast expressing P. falciparum Hsp90 | AID 504621 | S. cerevisiae expressing PfHsp90, BacTiter-Glo ATP, 48 h; yeast lacking PDR1 and PDR3 efflux regulators | hit rate 0.32% among 310,000 | inhibition, % at 9.4 µM;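 active = every replicate shows inhibition above about 80%, whatever the replicate mean, limit read from the data; inconclusive = mean inhibition reaches the set limit but some replicate falls short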;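 note: 0% = DMSO neutral controls and 100% = 20 µM radicicol positive controls; yeast relying on Plasmodium falciparum Hsp90 in place of its own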
Keap1-Nrf2 PPI – Keap1-Nrf2 (human) interaction inhibition; Q14145; Keap1 Kelch-Nrf2 peptide fluorescence polarization, 1536-well; inhibition, % at 9.4 µM; hit rate 0.15% among 340,000; in the data active = inhibition above about 12%; inconclusive = no clear call, values can overlap the other calls; inactive = below about 7.3%;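 note: human Keap1 Kelch domain with fluorescein labeled Nrf2 9mer peptide probe; 0% = neutral control wells and 100% = peptide positive control; higher means more block of Keap1 binding to Nrf2 peptide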
Target sequence (Q14145 whole entry, looked up, the tested form may be a part): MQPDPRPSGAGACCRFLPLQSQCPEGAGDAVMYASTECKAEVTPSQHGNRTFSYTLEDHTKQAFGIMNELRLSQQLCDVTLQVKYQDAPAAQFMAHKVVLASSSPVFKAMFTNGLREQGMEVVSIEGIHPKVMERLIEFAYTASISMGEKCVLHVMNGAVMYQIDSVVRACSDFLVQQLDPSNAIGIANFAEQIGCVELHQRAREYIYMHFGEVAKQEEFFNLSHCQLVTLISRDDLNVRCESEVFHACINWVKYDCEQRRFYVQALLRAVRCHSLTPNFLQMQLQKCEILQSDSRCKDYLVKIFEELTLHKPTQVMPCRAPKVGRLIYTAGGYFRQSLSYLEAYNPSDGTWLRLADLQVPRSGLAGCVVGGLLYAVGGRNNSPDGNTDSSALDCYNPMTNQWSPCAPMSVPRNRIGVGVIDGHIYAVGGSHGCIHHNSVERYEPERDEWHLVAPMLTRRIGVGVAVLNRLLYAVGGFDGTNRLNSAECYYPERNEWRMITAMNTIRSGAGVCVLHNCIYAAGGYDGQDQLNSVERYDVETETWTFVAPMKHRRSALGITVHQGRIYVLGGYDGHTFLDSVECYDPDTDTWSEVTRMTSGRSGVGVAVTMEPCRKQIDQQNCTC
dFosB act – enhances mouse delta FosB homodimer DNA binding; purified delta FosB, TAMRA-CDK5 oligo fluorescence polarization; percent of positive-control signal above neutral wells; activation, % at 25 µM; hit rate 0.99% among 340,000; AID 493131;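 active = mean activation above about 17%, with every replicate also reaching it, limit read from the data, passing the limit was not always enough; inconclusive = only one of the two conditions met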;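 note: fluorescence polarization rise as delta FosB binds a TAMRA Cdk5 AP-1 oligo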
RTF Ca sens inh – cardiac RTF calcium desensitization | IANBD-labeled cardiac RTF, Ca2+ fluorescence | inhibition, % at 7.15 µM | AID 493244 | hit rate 0.12% among 340,000 | P19429+P45379;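 active = inhibition above the mean inhibition of all tested compounds plus 3 SD, cut at about 17% in these data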;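 note: assay run at fixed EC70 calcium of 1.6 mM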
* hit, by the source's call; u = inconclusive; x = not tested or not shown.

SMILES | C-LANA FP | NSD2 HMT inh | Rtt109 Vps75 | PvdQ acylase | Mot1-301 SUMO | cardiac RTF act | CDK5 p35 inh | PfHsp90 set2 | Keap1-Nrf2 PPI | dFosB act | RTF Ca sens inh
OC1(c2ccc(OC(F)F)cc2)CSC(=Nc2cccnc2)N1Cc1ccco1 (centres undefined) | -0.6 | -4 | 8 | -14 | x | 0 | -1.5 | -86 | -6 | -6 | 0
Cc1noc(NC(=O)c2cccc(C(F)(F)F)c2)c1Cl | 0.0 | -2 | 7 | -7 | x | 7 | 3.3 | 21 | -5 | -6 | -13
O=C(c1ccccc1F)N1CCCC(C(=O)N2CCN(c3ccccc3)CC2)C1 (centres undefined) | 0.6 | -3 | 12 | 16 | -1 | -2 | 0.3 | 37 | -5 | -6 | 5
CC(C)CN1C(=O)c2ccc(C(=O)Nc3ccccn3)cc2C1=O | 0.7 | -1 | 0 | 6 | -7 | 3 | 0.0 | 13 | -4 | -8 | -5
O=C(Cn1ccc([N+](=O)[O-])n1)N1CCCCCC1 | -1.5 | -1 | -7 | -16 | 84 | -3 | -2.4 | 2 | -1 | -5 | 0
CCOC(=O)C1(C(F)(F)F)N=C(C(F)(F)F)Nc2ccc(F)cc21 (centres undefined) | -1.1 | -2 | -5 | -5 | 14 | -8 | -2.1 | -16 | -4 | -2 | 8
COc1cc(C(=O)OCCCOC(=O)c2cc(OC)c(OC)c(OC)c2)cc(OC)c1OC | 0.7 | -1 | -1 | 2 | -7 | -1 | -0.2 | -1 | -3 | -5 | -8
Cc1ccc(OCC(=O)Nc2ccc(S(=O)(=O)N3CCOCC3)cc2)c([N+](=O)[O-])n1 | 0.5 | -7 | 4 | -2 | -20 | 1 | 0.0 | 13 | 0 | -4 | -2
CCC1=C(OC(=O)N(CC)CC)N2C(=O)OC(=NCC3CC3)[C@]2(C)[C@H]2C1=CC[C@H]1C(=O)N(CC)C(=O)[C@H]12 | -2.2 | x | -8 | 2 | -13 | -2 | -0.3 | -18 | -1 | -2 | -15
O=C(/C=C/c1cccc([N+](=O)[O-])c1)NCCN1CCOCC1 | -0.9 | 38 | 0 | 2 | 44 | -1 | 1.3 | 7 | -1 | -1 | -3
CC(=O)N/N=C(\C)c1cccc(NC(=O)c2cccs2)c1 | 0.3 | -1 | -6 | 9 | -11 | -6 | 0.8 | -12 | -3 | -4 | 1
O=C(O)c1ccc(NS(=O)(=O)Cc2ccc(Cl)c(Cl)c2)cc1 | -1.0 | 1 | 4 | -17 | x | -2 | -0.9 | -1 | -2 | 9 | -1
CC(=O)N1CCN(C(C)=O)c2ccccc21 | 0.3 | -1 | -9 | -9 | x | -2 | -2.2 | -2 | -2 | -4 | -1
CCOc1cc(C(=O)OCC(=O)Nc2ccc(SC(F)F)cc2)cc(OCC)c1OCC | 2.7 | -1 | -4 | -13 | -15 | -14 | -2.1 | -9 | -1 | -5 | -7
COC(=O)c1sc(N)nc1C(C)(C)C | -0.6 | 0 | 4 | -8 | -9 | -4 | 3.7 | -50 | -4 | -4 | 2
CCCCn1c(O)c(N=NC(=O)Cn2c(C(F)(F)F)nc3ccccc32)c2ccccc21 | -0.9 | -1 | 4 | 2 | -14 | -8 | -0.7 | -4 | 6 | -8 | -2
CC1=CN2C(=NC(=O)CC2(C)C(=O)N(CC(=O)NC2CCCC2)Cc2ccc(Cl)cc2)C=C1 (centres undefined) | 0.0 | x | -4 | -12 | 64 | -1 | -0.7 | -56 | 1 | -5 | 8
CCOC(=O)c1nnn(-c2nonc2N)c1CN(CC)CC | -1.2 | 1 | 6 | 10 | -17 | -2 | 2.9 | 8 | 2 | 6 | 0
CCN(CC)S(=O)(=O)c1ccc(C(=O)NCCCn2ccnc2)cc1 | -1.1 | -1 | 2 | -7 | -10 | -2 | -0.4 | 14 | -3 | -3 | 0
O=C(O)/C=C/c1cn(Cc2ccccc2)nc1-c1cccs1 | 0.8 | -1 | -4 | 2 | 2 | -2 | -1.0 | 13 | 3 | -3 | -4

5 entries picked at random from those above, as already listed:
SMILES | C-LANA FP | NSD2 HMT inh | Rtt109 Vps75 | PvdQ acylase | Mot1-301 SUMO | cardiac RTF act | CDK5 p35 inh | PfHsp90 set2 | Keap1-Nrf2 PPI | dFosB act | RTF Ca sens inh
O=C(/C=C/c1cccc([N+](=O)[O-])c1)NCCN1CCOCC1 | -0.9 | 38 | 0 | 2 | 44 | -1 | 1.3 | 7 | -1 | -1 | -3
O=C(O)c1ccc(NS(=O)(=O)Cc2ccc(Cl)c(Cl)c2)cc1 | -1.0 | 1 | 4 | -17 | x | -2 | -0.9 | -1 | -2 | 9 | -1
CCCCn1c(O)c(N=NC(=O)Cn2c(C(F)(F)F)nc3ccccc32)c2ccccc21 | -0.9 | -1 | 4 | 2 | -14 | -8 | -0.7 | -4 | 6 | -8 | -2
CCC1=C(OC(=O)N(CC)CC)N2C(=O)OC(=NCC3CC3)[C@]2(C)[C@H]2C1=CC[C@H]1C(=O)N(CC)C(=O)[C@H]12 | -2.2 | x | -8 | 2 | -13 | -2 | -0.3 | -18 | -1 | -2 | -15
CC(=O)N/N=C(\C)c1cccc(NC(=O)c2cccs2)c1 | 0.3 | -1 | -6 | 9 | -11 | -6 | 0.8 | -12 | -3 | -4 | 1

Going on with the list.
SMILES | C-LANA FP | NSD2 HMT inh | Rtt109 Vps75 | PvdQ acylase | Mot1-301 SUMO | cardiac RTF act | CDK5 p35 inh | PfHsp90 set2 | Keap1-Nrf2 PPI | dFosB act | RTF Ca sens inh
COc1cc2c3c(c1OC)C1(C=CC(=O)C=C1)CC3N(C(C)=O)CC2 (centres undefined) | 3.0 | 0 | -1 | 4 | 0 | -4 | 0.7 | 15 | 2 | -7 | 0
CCS(=O)(=O)N1CCN(c2cc3c(cc2[N+](=O)[O-])n(C)c(=O)n3C)CC1 | 0.3 | -3 | 5 | -6 | -2 | -4 | 0.3 | 15 | 0 | 5 | 2
O=[N+]([O-])c1ccc(-c2cnc(SCc3ccccc3Cl)[nH]2)cc1 | -3.1 | 7 | 9 | -10 | 9 | -3 | -0.7 | -7 | -3 | 4 | 4
Cc1ccc(-c2nc(C(=O)NCCCN3CCOCC3)cc3c2[nH]c2ccccc23)cc1 | -2.7 | x | -18 | -12 | 6 | -4 | 1.2 | x | -7 | 5 | -8
CC1CCCCC12NC(=O)N(CC(=O)NCCc1ccc(F)cc1)C2=O (centres undefined) | 1.4 | x | -4 | -6 | x | -2 | 0.7 | 16 | 2 | -5 | -4
NCCN1CCN(CC(=O)N2c3ccccc3C(=O)Nc3cccnc32)CC1 | 2.5 | x | 9 | 4 | 10 | 1 | 0.4 | 12 | -5 | -1 | 4
Cc1ccc(S(=O)(=O)NCCCNS(=O)(=O)c2ccccc2Br)cc1 | -1.6 | x | -3 | -10 | x | -3 | -0.2 | 5 | -3 | -7 | -3
COc1cc(/C=N/Nc2cccc(C)c2)ccc1OC(=O)c1cccs1 | -2.0 | 1 | -1 | -13 | 30 | 1 | 0.3 | -1 | -1 | -6 | -6
CC(O)CNc1ncnc2nc[nH]c12 (centres undefined) | -2.7 | 2 | -2 | -10 | -16 | -3 | -8.0 | 20 | -6 | 4 | -27
O=C(/C=C/c1ccc(O)cc1)c1ccccc1 | -0.8 | 25 | 5 | -7 | x | 0 | 18 | 6 | -3 | -3 | -8
COc1ccc(NC(=O)C(OC)c2ccccc2)cc1Cl (centres undefined) | 0.7 | 1 | -1 | -17 | 6 | 4 | 1.0 | 4 | -1 | -5 | 1
Cc1ccc(C(=O)C2CCN(C(=S)NCCCOC(C)C)CC2)cc1 | 1.2 | 0 | x | 5 | -6 | 2 | -0.9 | -5 | 1 | -6 | -4
COc1cc(OC)cc(C(=O)NC2CCN(C(=O)N3c4ccccc4Sc4ccccc43)CC2)c1 | 0.6 | 6 | -4 | -4 | 13 | -3 | 1.1 | -7 | 0 | 0 | 4
COc1ccc(OC)c(S(=O)(=O)NNC(=S)Nc2ccc3c(c2)OCO3)c1 | -0.8 | x | 8 | 4 | -17 | -1 | -1.5 | 19 | -3 | -1 | 0
Cc1ccc(Cn2ncc3c(N4CCN(CC#N)CC4)ncnc32)cc1 | -1.3 | 1 | -20 | -9 | -1 | -2 | -0.6 | x | -2 | -5 | -5
CCOC(=O)c1ccccc1NC(=O)CSc1nc2ccccc2c(=O)[nH]1 | 1.7 | -2 | -3 | 5 | 159 | -1 | 0.9 | x | 0 | -6 | -12
C=CC[N+](C)(C)CCCNC(=O)/C=N/O | 4.3 | -4 | -1 | -13 | -4 | 7 | -1.6 | 3 | -4 | -1 | -4
CC[n+]1c(/C=C/N(C)c2ccccc2)oc2ccc(F)cc21 | -1.1 | 8 | 0 | 12 | -12 | 19 | 0.4 | -12 | -15 | -6 | -1
CCCCNC(=O)C(=O)N/N=C/c1ccc(C(=O)OC)cc1 | -0.8 | -2 | -11 | 14 | -1 | -1 | -2.4 | 3 | 0 | -8 | -7
COc1ccc(-c2c(C(C)=O)c(C)nc3sc4c(=N)n(N)cnc4c23)cc1 | 0.1 | 1 | -5 | -6 | -4 | -5 | 0.3 | -13 | -5 | -33 | 3
O=C(CSc1nccc(=O)[nH]1)c1c[nH]c2ccccc12 | -0.5 | -1 | 2 | -10 | 0 | 0 | 3.1 | -3 | -4 | -17 | -14
CSc1cccc(NC(=S)N(CCN(C)C)C(C)c2ccncc2)c1 (centres undefined) | 2.0 | 4 | 7 | 3 | 318* | 0 | 0.1 | -14 | -4 | -3 | 3
CC(C)CC(C(=O)NC1CCCC1)N(Cc1cccs1)C(=O)c1snc(C(N)=O)c1N (centres undefined) | 0.4 | 6 | 5 | -8 | -5 | -5 | -3.9 | -3 | -1 | -10 | -8
CCCC(=Nc1ccc(N)cc1)C1=C(O)C(C(=O)OC)C(C)(C)CC1=O (centres undefined) | 0.6 | x | -25 | 10 | -3 | 0 | 0.7 | -17 | 3 | -13 | -10
CC1(C)Cc2c(ccc3ccccc23)C(NNC(=O)c2cccnc2)=N1 | -0.2 | 0 | 1 | 1 | 2 | -4 | 0.1 | -1 | 6 | 4 | 5
Cc1noc(C)c1NC(=O)N(C)C[C@H]1Oc2c(cccc2N(C)C)C(=O)N([C@H](C)CO)C[C@@H]1C | -1.8 | x | -5 | 5 | x | -1 | 1.5 | -8 | -2 | -1 | -17
COc1cccc(C(=O)Nc2ccc(F)c(F)c2F)c1 | 1.4 | 1 | 1 | 5 | 6 | 1 | -1.1 | -5 | 0 | -1 | -2
CC(C)c1ccc(C2(C)NC(=O)N(CC(=O)NC3(C#N)CCCC3)C2=O)cc1 (centres undefined) | -0.2 | -2 | -3 | -10 | -7 | -3 | 0.7 | 4 | 0 | -6 | 3
O=C(CC(O)(c1ccccc1)C(F)(F)F)c1cccs1 (centres undefined) | -3.5 | -1 | 3 | 10 | 2 | 4 | 0.6 | -14 | u | -4 | -2
